# Pol iota inh: blocks human DNA polymerase iota activity | Potency, µM (highest dose often 115 µM), for the others: top-dose activity, negative = inhibition, actives largely listed as inhibitors | Q9UNA4 | AID 588590 | Pol iota fluorescent replication assay, 10 min | 390,000 tested, 1% active
#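 Pol iota at 10 nM preincubated 15 min with compounds at room temperature; reaction started with fluorescent substrate, 50 nM final. Fluorescence read kinetically at 0 and 10 min; buffer-only wells as negative control.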
# APEX1 inh: inhibitors of human APE1 endonuclease; P27695; 350,000 tested, 0.35% active; recombinant APE1, TAMRA/BHQ-2 abasic DNA cleavage fluorescence; Potency, µM (titrated, usually from 65.8 µM), without a hit: top-dose activity change, negative = inhibition, actives largely listed as inhibitors;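 note: plate controls were vehicle for no effect and reference inhibitor for full effect; nearly all actives have a fitted effect of over 55% in size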
#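 Incision of a quenched TAMRA/BHQ-2 THF abasic-site duplex (50 nM) by 0.75 nM APE1, after 15 min compound preincubation, measured as fluorescence increase over three 60 s reads. Values normalized to buffer, DMSO and NSC13755 control wells.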
# G9a inh: inhibitors of human histone lysine methyltransferase G9a. 350,000 tested, 8.8% active. Potency, µM (series often up to 102 µM), for inactives: at the top dose activity, negative = inhibition, hits mostly inhibitors. G9a H3K9 monomethylation, AlphaScreen, 2 h; note: % is set by controls: 0 for no effect and ±100 for the full control effect; nearly all actives have a fitted effect of over 75% in size
#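 Readings reflect AlphaScreen signal from monomethyl-H3K9 antibody detection. HMT at 20 nM; substrate b-H3K9 500 nM; cofactor SAM 20 uM; 2 h RT reaction; compounds tested as titrations in qHTS with 15 min preincubation.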
# BAZ2B block: BAZ2B (human) inhibition. 360,000 tested, 4.4% active. AlphaScreen BAZ2B-H3K14Ac peptide displacement. Potency, µM (titrated, usually from 114 µM), without a hit: at the highest dose activity change, negative = inhibition, usual class: inhibitors. Q9UIF8. AID 504333; note: % is set by controls: 0 for no effect and ±100 for the full control effect; nearly all actives have a fitted effect of over 60% in size
#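 In this displacement format the biotinylated H3(5-23) peptide acetylated at Lys14 serves as ligand at 50 nM, with BAZ2B at 50 nM in PBS pH 7.4 containing 0.01% Tween-20. Donor and acceptor beads are 10 ug/mL final.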
# POLB inh: DNA polymerase beta (human) inhibition; P06746; Pol beta primer extension/strand displacement, fluorescence kinetic; Potency, µM (titrated, usually from 114 µM), without a hit: at the top dose activity change, negative = inhibition, most hits filed as inhibitors; 340,000 tested, 1.3% active; note: % is set by controls: 0 for no effect and ±100 for the full control effect
#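 Reaction started by 50 nM substrate onto compound-treated Pol beta (10 nM, 15 min preincubation, room temperature); plates read at 0 min and 10 min. Normalized concentration-effect data fitted by four-parameter Hill equation.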
# Pol kappa inh: DNA polymerase kappa (human) inhibition | Q9UBT6 | purified Pol kappa, fluorescent DNA synthesis assay, 10 min | Potency, µM (titrated, usually from 107 µM), without a hit: at the highest dose activity, negative = inhibition, hits mostly inhibitors | 400,000 tested, 0.53% active; note: % is set by controls: 0 for no effect and ±100 for the full control effect
#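 10 nM Pol kappa was preincubated with compounds for 15 min at room temperature. Reaction started with 50 nM (final) substrate. Fluorescence read kinetically at 0 and 10 min.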
# BLM inh: Bloom syndrome helicase (human) inhibition; P54132; recombinant BLM DNA unwinding, fluorescence dequenching; Potency, µM (highest dose often 56.1 µM), for inactives: at the top dose activity change, negative = inhibition, hits mostly inhibitors; 350,000 tested, 0.2% active; AID 2528;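 note: plate controls were vehicle for no effect and no enzyme for full effect; nearly all actives have a fitted effect of over 35% in size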
# Pol eta inh: blocks human DNA polymerase eta activity; AID 588591; recombinant Pol eta, fluorescent DNA replication assay; 390,000 tested, 1.2% active; Potency, µM (titrated, usually from 114 µM), inactives show at the top dose activity change, negative = inhibition, most hits filed as inhibitors; Q9Y253; note: % is set by controls: 0 for no effect and ±100 for the full control effect
# Target sequence (Q9Y253 whole entry, looked up): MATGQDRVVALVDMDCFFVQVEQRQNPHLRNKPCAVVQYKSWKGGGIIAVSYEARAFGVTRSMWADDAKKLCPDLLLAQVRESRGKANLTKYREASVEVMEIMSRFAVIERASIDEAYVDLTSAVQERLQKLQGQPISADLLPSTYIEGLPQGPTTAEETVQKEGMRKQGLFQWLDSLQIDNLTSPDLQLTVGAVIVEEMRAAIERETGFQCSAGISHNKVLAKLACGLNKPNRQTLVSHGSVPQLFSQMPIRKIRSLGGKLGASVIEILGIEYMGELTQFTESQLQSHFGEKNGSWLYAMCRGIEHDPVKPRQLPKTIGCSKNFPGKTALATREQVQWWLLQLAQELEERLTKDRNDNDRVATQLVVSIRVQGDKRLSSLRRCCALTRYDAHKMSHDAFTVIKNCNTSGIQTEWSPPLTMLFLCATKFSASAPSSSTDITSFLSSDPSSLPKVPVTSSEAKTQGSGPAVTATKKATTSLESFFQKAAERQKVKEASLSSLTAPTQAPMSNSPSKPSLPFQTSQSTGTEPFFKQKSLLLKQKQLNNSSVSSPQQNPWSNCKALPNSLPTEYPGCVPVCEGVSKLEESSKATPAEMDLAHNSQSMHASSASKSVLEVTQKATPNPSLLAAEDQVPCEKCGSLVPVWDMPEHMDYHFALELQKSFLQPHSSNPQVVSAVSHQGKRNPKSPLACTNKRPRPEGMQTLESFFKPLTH
#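 Pol eta (10 nM) was preincubated with compounds for 15 min at room temperature, after which fluorescent replication substrate (50 nM final) was added to start the reaction. Fluorescence was read kinetically at 0 and 10 min.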
# Anesthetic bind: candidate novel general anesthetic via apoferritin binding; Potency, µM (doses to about 77.5 µM), without a hit: at the highest dose activity change, negative = displacement, hits mostly inhibitors; P02791; apoferritin/1-aminoanthracene competitive binding, fluorescence; 350,000 tested, 0.074% active; note: % is set by controls: 0 for no effect and ±100 for the full control effect; nearly all actives have a fitted effect of over 20% in size
# Target sequence (P02791 2-175 limits assumed): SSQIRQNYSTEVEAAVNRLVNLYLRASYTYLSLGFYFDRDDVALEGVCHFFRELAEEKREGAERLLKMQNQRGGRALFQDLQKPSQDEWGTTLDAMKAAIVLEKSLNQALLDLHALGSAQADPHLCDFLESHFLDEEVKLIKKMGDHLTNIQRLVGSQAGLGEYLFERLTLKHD
#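 Read-out: endpoint 1-AMA fluorescence, excitation 380 nm and emission 535 nm, after compounds sit 10 min at room temperature with 10 uM horse-spleen apoferritin in 50% saturated 1-AMA/PBS. Values come from four-parameter Hill fits.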
# * = called active by the depositor; ? = inconclusive; . = not tested or not shown; & = joins results of further samples; ! = a repeat was not active; [ ] = dose if it differs, or a comment. Calls come from the whole dose curve; as a rule, active = well fitted curve in the direction sought with a large enough effect; inconclusive = small, poorly fitted or top-dose-only effect, or another doubt; inactive = no such curve, though single readings can be large; an effect the other way counts as inactive or inconclusive. Potency is the fitted concentration of half-maximal effect. Some of the compounds tested; the hit share may differ from the screen's.
1) CCOc1ccccc1NC(=O)N1CCC2(CC1)OCCO2
2) O=C(c1ccc2c(c1)OCO2)C1CCCN(Cc2c(F)cccc2Cl)C1 (configuration not stated)
3) CC[C@@H]1CN2CCc3cc(OC)c(OC)cc3[C@H]2C[C@@H]1C[C@@H]1NCCc2cc(O)c(OC)cc21
4) COc1ccc2c(c1O)-c1cc(O)cc3c1[C@@H](C2)N(C)CC3
5) O=C(Nc1ccccc1)N(Cc1ccc2c(c1)OCO2)C1CCN(Cc2ccccc2)CC1
6) Cn1c(O)c(C(c2ccccn2)c2c(O)n(C)c(=S)n(C)c2=O)c(=O)n(C)c1=S
7) c1ccc([Se]c2c(-c3ccccc3)[se]c3ccccc23)cc1
8) Cc1cc(C)cc(Nc2nc3ccc(C)cc3n3cnnc23)c1

Screen / compound no.	1	2	3	4	5	6	7	8
Pol iota inh	8%	18%	.	.	-3%	-5%	.	25%
APEX1 inh	-1%	-10%	4%[21 µM]	-5%	.	0%	1%	5%
G9a inh	11%[59 µM]	.	-1%[21.5 µM]	?	-35%[59 µM]	4µM*	85%[activator][59 µM]	?
BAZ2B block	9%	4%	.	.	?	5µM*	.	-1%
POLB inh	5%	7%	.	.	0%	33%	.	36%
Pol kappa inh	-9%	9%	-11%[12 µM]	-3%[19.4 µM]	-11%	-22%	-13%[60.1 µM]	-10%
BLM inh	4%	-7%	3%[21.4 µM]	.	-1%	-1%	-7%[75.6 µM]	-2%
Pol eta inh	-13%	-10%	.	.	-18%	2%	.	-11%
Anesthetic bind	-2%	-19%	6%[29.3 µM]	-6%	-9%	-11%	0%[110 µM]	-3%

9) CN(C)[C@@H]1C(=O)C(C(N)=O)=C(O)[C@]2(O)C(=O)C3=C(O)c4c(O)ccc(Cl)c4[C@](C)(O)[C@H]3C[C@@H]12
10) CCn1c(P(C)(=O)O)nc2ccccc21
11) N[C@@H](Cc1cc(I)c(O)c(I)c1)C(=O)O
12) CCN(CC)c1ccc(CC2C(=O)N(C)C(=O)N(C)C2=O)cc1
13) CC(=O)c1ccc(N2CCN(c3ncccn3)CC2)c([N+](=O)[O-])c1
14) CCCC1(CCC)C(=O)NC(=Nc2ccc(C)cc2)NC1=O
15) NCCc1ccc(S(=O)(=O)F)cc1
16) Cc1ccc(Oc2cnn(-c3ccccc3)c(=O)c2Br)cc1

Screen / compound no.	9	10	11	12	13	14	15	16
Pol iota inh	.	4%	32µM*	?	51%[activator]	.	?	25%
APEX1 inh	.	1%	0%&-3%	-4%	0%	1%	-6%&-2%	0%
G9a inh	?	4%[59 µM]	6.3µM*!	13µM*	-9%	-35%	-7%[59 µM]	7%[12.7 µM]
BAZ2B block	.	-9%	7%	45µM*	-29%	-17%	-5%	18%
POLB inh	.	32%	31%	13%	9%	11%	-12%[57.1 µM]	?
Pol kappa inh	-7%[12 µM]	5%	50µM*	-6%	10%	.	?	-7%
BLM inh	5%[21.4 µM]	4%	0%	2%	-1%	-3%	.	-15%
Pol eta inh	.	-5%	40µM*	-22%	-7%	.	-16%	-23%
Anesthetic bind	-6%[29.3 µM]	-4%	6%&0%	-2%	-6%	-1%	.	-20%

17) Cc1ccccc1-[n+]1c(-c2ccccc2)cc(-c2ccccc2)cc1-c1ccccc1
18) O=NN(CCCl)C(=O)NCCCl
19) Fc1c(F)c(F)c(N2CCNCC2)c(F)c1F
20) O=C(N/N=C/c1c(O)n(Cc2ccccc2)c(=O)[nH]c1=O)c1ccccc1O
21) O=C(c1cnccn1)N1CCC2(CC1)CN(Cc1ccncc1)C2
22) Cc1cccc(-n2c(O)c(/C=N/NC(=O)c3ccncc3)c(=O)[nH]c2=O)c1
23) Cc1ccc2nc(-c3ccncc3)cc(C(=O)N3CCC4(CC3)OCCO4)c2c1
24) CCN(CC)c1ccc(CN2CC=C(c3ccc(F)cc3)CC2)cc1

Screen / compound no.	17	18	19	20	21	22	23	24
Pol iota inh	22%	6%	72%[activator]	-20%	.	?	5%	2%
APEX1 inh	-2%	14%&-4%&-1%	4%	6%	4%	2%	16%	3%
G9a inh	1%[2.33 µM]	20%[12.7 µM]	-16%	?	-4%[12.7 µM]	37%[12.7 µM]	2%[12.7 µM]	45µM*
BAZ2B block	10%	0%	31%	?	.	?	-5%	79µM*
POLB inh	.	19%[57.1 µM]	15%	17%	.	1%	-10%	-1%
Pol kappa inh	-3%	-12%[60.1 µM]	-3%	-27%	0%[60.1 µM]	-1%	-6%	1%
BLM inh	.	-6%&3%	-4%	2%	-1%	0%	-8%	-4%
Pol eta inh	-7%	-4%	-11%	-28%	.	5%	0%	-4%
Anesthetic bind	.	.	-8%	-1%	.	-4%	0%	-19%

# Another view of part of the listing above.
no. | canonical_smiles | Pol iota inh | APEX1 inh | G9a inh | BAZ2B block | POLB inh | Pol kappa inh | BLM inh | Pol eta inh | Anesthetic bind
18 | O=NN(CCCl)C(=O)NCCCl | 6% | 14%&-4%&-1% | 20%[12.7 µM] | 0% | 19%[57.1 µM] | -12%[60.1 µM] | -6%&3% | -4% | .
19 | Fc1c(F)c(F)c(N2CCNCC2)c(F)c1F | 72%[activator] | 4% | -16% | 31% | 15% | -3% | -4% | -11% | -8%

# Remaining list, next part:
25) O=C(NC1CCCCC1)C1CCN(C(=O)c2ccc(-c3ccccc3)cc2)CC1
26) COc1ccc(-n2c(O)c(C=NCCCn3ccnc3)c(=O)[nH]c2=O)cc1
27) CC(C)(C)c1ccc(OC(=O)N2CCCCC2)cc1
28) Clc1ccccc1NC1=NCCCS1
29) C[C@H](N)CN1CCc2ccc(Br)cc21
30) COC(=O)C1=C(c2ccc(OC)c(OC)c2)C[C@@H]2CC[C@H]1N2C(=O)NC(C)C
31) CCC(C)N1C(=O)/C(=C\c2cc3c4c(c2)CCCN4CCC3)C(=O)NC1=S (configuration not stated)
32) Cc1cc(C(=O)C[N+]23CCN(CC2)CC3)c(C)n1-c1ccc(Br)cc1

Screen / compound no.	25	26	27	28	29	30	31	32
Pol iota inh	167%[activator]	1%	62%[activator]	44%[activator]	4%[58.9 µM]	31%[activator]	?	82%[activator]
APEX1 inh	-3%	15%	7%	51%[activator]	-1%	3%	3%	-3%
G9a inh	-35%	-7%	.	18%	45µM*	11%[2.33 µM]	45µM*	?
BAZ2B block	-3%	?	6%	-14%	.	6%	?	79µM*
POLB inh	-28%	13%	19%	-26%	18%[57.1 µM]	.	45µM*	3%
Pol kappa inh	-21%	3%	0%	-6%	-18%[60.1 µM]	-7%	-34%	1%
BLM inh	-7%	0%	-4%	-3%	.	.	-18%	0%
Pol eta inh	-2%	-3%	-21%	-20%	-4%[57.1 µM]	-16%	?	-14%
Anesthetic bind	-12%	0%	?	-8%	.	.	-22%	-4%

33) O=C(O)c1[nH]c(=O)[nH]c(=O)c1F
34) CCOc1ccc(NC(=O)CSc2oc(-c3ccccc3)nc2S(=O)(=O)c2ccc(Cl)cc2)cc1
35) CC(C)(O)c1[se]c2ccccc2c1I
36) CC(C)CN(CC(C)C)c1ccc(C=C2C(=O)NC(=S)NC2=O)cc1[N+](=O)[O-]
37) N/C(=N\OC(=O)CCC1CCCC1)c1ccccc1
38) Cc1ccc(C(C)C)c(OCC(=O)N2CCN(CC(=O)N3CCOCC3)CC2)c1
39) C/C(=N\N1CCN(C)CC1)c1c(O)[nH]c(=O)[nH]c1=O
40) CCCOCCN(C(=O)CCl)c1c(CC)cccc1CC

Screen / compound no.	33	34	35	36	37	38	39	40
Pol iota inh	2%	-5%	.	18µM*	68%[activator]	3%	-1%	.
APEX1 inh	0%	.	8%	9%	11%	14%	-6%	2%
G9a inh	28µM*	-32%[59 µM]	-26%	?	96%[activator]	28%[12.7 µM]	-8%[59 µM]	.
BAZ2B block	50µM*	-3%	.	35µM*	43%[activator]	8%	2%	.
POLB inh	1%	?	.	50µM*	5%	.	6%	.
Pol kappa inh	-9%	0%	-20%	?	-1%	11%	0%	15%[60.1 µM]
BLM inh	-7%	7%	-7%[75.6 µM]	-16%	-1%	.	0%	-3%
Pol eta inh	-11%	-8%	.	25µM*	7%	-2%	-10%	.
Anesthetic bind	-5%	-14%	?	?	-11%	.	3%	-7%

41) COc1ccc(N2C(=O)NC(=O)/C(=C/c3ccc(N4CCOCC4)cc3)C2=O)cc1
42) CCOC(=O)c1c(N)n(CCCOC(=O)c2ccco2)c2nc3ccccc3nc12
43) COc1ccc(OCC(=O)N2CCN(CCc3ccccn3)CC2)cc1
44) CSc1ccccc1C(=O)C1CCCN(Cc2ccn[nH]2)C1 (configuration not stated)

Screen / compound no.	41	42	43	44
Pol iota inh	.	?	11%	5%
APEX1 inh	-2%	29%	.	-1%
G9a inh	50µM*	-32%[12.7 µM]	-5%[59 µM]	?
BAZ2B block	-6%	2%	-21%	-21%
POLB inh	-2%	0%	15%	-2%
Pol kappa inh	.	-16%	7%	-4%[60.1 µM]
BLM inh	-6%	-2%	2%	2%
Pol eta inh	.	-4%	-5%	-9%
Anesthetic bind	-9%	904%[activator]	-8%	-9%

# Structures from the list above that have an aryl methoxy group (6):
3) CC[C@@H]1CN2CCc3cc(OC)c(OC)cc3[C@H]2C[C@@H]1C[C@@H]1NCCc2cc(O)c(OC)cc21
4) COc1ccc2c(c1O)-c1cc(O)cc3c1[C@@H](C2)N(C)CC3
26) COc1ccc(-n2c(O)c(C=NCCCn3ccnc3)c(=O)[nH]c2=O)cc1
30) COC(=O)C1=C(c2ccc(OC)c(OC)c2)C[C@@H]2CC[C@H]1N2C(=O)NC(C)C
41) COc1ccc(N2C(=O)NC(=O)/C(=C/c3ccc(N4CCOCC4)cc3)C2=O)cc1
43) COc1ccc(OCC(=O)N2CCN(CCc3ccccn3)CC2)cc1

Screen / compound no.	3	4	26	30	41	43
Pol iota inh	.	.	1%	31%[activator]	.	11%
APEX1 inh	4%[21 µM]	-5%	15%	3%	-2%	.
G9a inh	-1%[21.5 µM]	?	-7%	11%[2.33 µM]	50µM*	-5%[59 µM]
BAZ2B block	.	.	?	6%	-6%	-21%
POLB inh	.	.	13%	.	-2%	15%
Pol kappa inh	-11%[12 µM]	-3%[19.4 µM]	3%	-7%	.	7%
BLM inh	3%[21.4 µM]	.	0%	.	-6%	2%
Pol eta inh	.	.	-3%	-16%	.	-5%
Anesthetic bind	6%[29.3 µM]	-6%	0%	.	-9%	-8%
